Bioassay records as filed in PubChem.
DNMT1 block – DNMT1 (human) enzyme inhibition; DNMT1 molecular beacon, Hinp1I cleavage, fluorescence; inhibition (reported as % activation of signal), % at 10 µM; AID 588458; 360,000 compounds, 0.83% hits; in the data active means inhibition above about 50%
SKN-1 block – inhibitors of C. elegans SKN-1; C. elegans VP596 Pgst-4::GFP/RFP ratio, acrylamide-induced, 24 h; inhibition, % at 21.8 µM; 360,000 compounds, 0.49% hits; AID 624304;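 active means interference check ratio from 0.5 to 1.5 plus GFP to RFP signal ratio inhibition reaching or exceeding a fixed threshold, cut at about 30% in these data, passing the limit was not always enough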; further: some compounds called inactive have numbers as strong as hits
MT1-MMP act inh – inhibitors of human MT1-MMP activation; P50281; HT1080 RFP-PRO-GFP cells, GFP/RFP ratio fluorescence, overnight; percent of plate control window, DMSO zero; GFP/RFP ratio change, % at 20 µM; 360,000 compounds, 0.061% hits; AID 651647;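 active means GFP/RFP ratio change of at least 30% with cell ATP level not reduced by more than half and red fluorescence within 50% of control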; further: strong numbers were not always called active
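Assay system: HT1080 RFP-PRO-GFP cells | Dosing: 20 µM single dose, 1% DMSO | Incubation: Cells overnight before dosing, compound overnight, 37 °C, 5% CO2 | Evaluation: GFP/RFP fluorescence ratio | Control set: DMSO-only wells and HT1080 RFP-L50D-GFP cell wells as references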
NadD block – inhibitors of Staphylococcus aureus NadD; inhibition, % at 20 µM; purified NadD enzyme, colorimetric absorbance read-out; 360,000 compounds, 0.78% hits; in the data active means inhibition above about 26%; further: some compounds past the cut are filed as inactive
SUMO1-SIM PPI – SUMO1-SIM interaction modulation; P63165; 360,000 compounds, 0.33% hits; inhibition, % at 20 µM; SUMO1 binding to a labelled peptide, TR-FRET, 1 h; in the data active means inhibition above about 37%
Target sequence (P63165 whole entry, looked up): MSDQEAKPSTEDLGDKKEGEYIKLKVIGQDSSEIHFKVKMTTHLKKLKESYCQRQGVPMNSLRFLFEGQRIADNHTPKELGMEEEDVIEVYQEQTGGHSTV
Rpn11 inh – Rpn11 (human) deubiquitinase inhibition | calls only at 20 µM | human 26S proteasome, Ub4-pepOG fluorescence polarization; 20S core pre-blocked with epoxomicin | O00487 | 360,000 compounds, 0.59% hits;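 active means inhibition at 20 µM, scaled to each plate's controls, above about 33%, limit read from the data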
Target sequence (O00487 whole entry, looked up): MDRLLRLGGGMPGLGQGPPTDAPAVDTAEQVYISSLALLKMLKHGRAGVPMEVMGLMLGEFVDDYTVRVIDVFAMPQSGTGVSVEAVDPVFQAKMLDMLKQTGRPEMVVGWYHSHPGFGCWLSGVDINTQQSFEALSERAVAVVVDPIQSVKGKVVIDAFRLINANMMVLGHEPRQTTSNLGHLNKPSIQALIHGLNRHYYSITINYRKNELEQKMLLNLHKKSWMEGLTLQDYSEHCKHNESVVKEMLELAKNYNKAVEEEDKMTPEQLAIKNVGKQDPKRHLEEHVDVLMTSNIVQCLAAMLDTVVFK
LMPTP inh – blocks human LMPTP phosphatase; 360,000 compounds, 0.22% hits; inhibition, % at 20 µM; recombinant LMPTP-A, OMFP fluorogenic substrate, fluorescence intensity; P24666;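 active means compounds that cut the enzyme signal by at least half of the control window in the single-dose screen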;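 further: plate controls were DMSO wells with enzyme plus substrate for no effect and substrate without enzyme for full effect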
Target sequence (P24666 whole entry, looked up): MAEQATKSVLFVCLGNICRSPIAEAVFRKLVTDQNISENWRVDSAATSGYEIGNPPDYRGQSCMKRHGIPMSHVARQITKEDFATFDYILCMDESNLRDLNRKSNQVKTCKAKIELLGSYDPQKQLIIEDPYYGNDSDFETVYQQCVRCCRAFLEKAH
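material = LMPTP-A | quantity = 0.625 nM enzyme | reagent = OMFP substrate, 400 µM final | buffer or medium = Bis-Tris pH 6.0, DTT, detergent | detection = endpoint fluorescence intensity from OMFP dephosphorylation | dosing = single 20 µM dose | read-out basis = % inhibition relative to no-enzyme and uninhibited control wells | control set = no-enzyme and uninhibited controls | timing = 50 min at room temperature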
CendR NRP1 mod – modulators of CendR peptide binding to human neuropilin-1; 360,000 compounds, 0.85% hits; FAM-RPARPAR peptide binding to NRP-1, fluorescence polarization; O14786; AID 602438; inhibition, % at 25 µM;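 active means inhibition or corrected inhibition above about 18%, plus a signal ratio from 0.5 to 1.5, limit read from the data, passing the limit was not always enough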; further: strong numbers were not always called active
STEP block – inhibitors of human striatal-enriched phosphatase STEP; P54829; recombinant STEP, OMFP fluorogenic substrate, fluorescence; inhibition, % at 20 µM; 360,000 compounds, 0.25% hits;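 active means inhibition at 20 µM, scaled per plate between control wells, above about 37%, limit read from the data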;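 further: 0% = DMSO with enzyme and substrate and 100% = substrate only without enzyme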
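System: STEP (striatal-enriched tyrosine phosphatase) enzyme, cell-free; medium: Bis-Tris pH 6.0 buffer with DTT, detergent; dosing: 20 µM, 1% DMSO; times: reaction 20 min, ambient temperature; detection: fluorescence, 480/540 nm; read-out basis: normalized % inhibition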
Scp1 inh – inhibitors of human Scp-1 phosphatase. 340,000 compounds, 0.88% hits. Q9GZU7. inhibition, % at 20 µM. Recombinant Scp1, phosphopeptide, malachite green phosphate absorbance;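 active means inhibition above about 50% at 20 µM, limit read from the data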;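 further: plate controls were DMSO wells with enzyme for no effect and wells lacking enzyme for full effect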
Target sequence (Q9GZU7 76-261 limits assumed): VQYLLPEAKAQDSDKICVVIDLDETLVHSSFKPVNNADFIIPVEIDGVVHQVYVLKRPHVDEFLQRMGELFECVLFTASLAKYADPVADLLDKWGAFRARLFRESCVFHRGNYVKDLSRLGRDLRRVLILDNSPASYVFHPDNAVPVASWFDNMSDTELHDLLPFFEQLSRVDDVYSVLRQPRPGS
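Times: enzyme reaction 45 min at room temperature, colour 5 min, stabilisation 30 min. Material: SCP-1 catalytic fragment, aa 76-261. Medium: Acidic Tris acetate buffer with magnesium and detergent. Signal: colorimetric free-phosphate detection, absorbance 630 nm. Read-out basis: % inhibition of SCP-1 phosphate liberation. Reagent: Phosphorylated 17-residue peptide substrate.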
The depositor's hits bear a star; i = inactive; . = no result given.

smiles	DNMT1 block	MT1-MMP act inh	SUMO1-SIM PPI	Scp1 inh	Rpn11 inh	CendR NRP1 mod	LMPTP inh	NadD block	SKN-1 block	STEP block
CCn1cc(C(=O)NCc2ccc3c(c2)OCO3)c(=O)c2cc(F)c(N3CCN(C(=O)c4ccco4)CC3)cc21	-16	-1	8	9	i	-5	53*	4	-10	5
CCN(C(=S)NC(=O)c1ccco1)c1cccc2ccccc12	-19	-1	-9	-5	i	-13	1.9	11	22	1
Cc1cc(C)c2c(CN3CCCC3)cc(=O)oc2c1	7	1	0	.	i	14	0.3	-5	16	1
O=C(COc1cccc(F)c1)NNC(=O)Cc1ccc(S(=O)(=O)N2CCOCC2)s1	4	-4	-2	4	i	0	-0.8	-2	-7	-1
COc1cccc(NC(=O)CN2C(=O)COc3ccc(S(=O)(=O)N4CCCCCC4)cc32)c1	-3	2	-2	14	i	6	1.8	-1	13	-1
N/C(=N\OC(=O)COc1ccc(Br)cc1Cl)c1cccnc1	-4	-2	-3	1	i	-13	3.4	1	2	-1
Cc1ccc(C(=O)OCC(=O)Nc2cc(Cl)ccc2C#N)o1	-2	-1	2	.	i	2	-0.8	2	5	0
COc1ccc(OC)c(Nc2cc(C)nc3nc(C)nn23)c1	1	-1	3	-4	i	4	-0.4	-5	3	-4
COc1cccc(N2CCN(C(=O)c3cccc(NC(=O)C4=C(C)OCCS4)c3)CC2)c1	-3	2	-4	.	i	7	-0.8	6	10	1
Cc1cccc(OCCOCCN2CCNCC2)c1C	17	0	-2	0	i	0	-3.3	-4	4	-2
COc1cc2c(cc1OC)C(C1C(=O)CC(C)(C)CC1=O)N(C(=O)CCl)CC2 (stereo not given)	4	-2	0	-8	i	4	-0.8	9	9	0
N#CCCN(C(=O)Nc1ccccc1)C1CCCCC1	0	3	4	-8	i	9	-0.3	-2	8	-2

Next part
smiles	DNMT1 block	MT1-MMP act inh	SUMO1-SIM PPI	Scp1 inh	Rpn11 inh	CendR NRP1 mod	LMPTP inh	NadD block	SKN-1 block	STEP block
CCOC(=O)c1c(C)[nH]c(C2=NNC(=Nc3ccccc3)SC2)c1C	-44	2	1	2	i	-20	1.9	29	8	0
C=CCSC1=C(C#N)C(c2cccc(OC)c2)CC(=O)N1 (stereo not given)	0	1	2	-10	i	2	-0.5	4	-9	1
Cc1ccc(NC(=S)N2CCN(S(=O)(=O)c3ccccc3)CC2)cc1	1	-4	9	-8	i	-1	1.2	-4	4	8
OC1(c2cccs2)CN(c2ccccc2)C2=[N+]1CCCC2 (stereo not given)	0	-2	2	-4	i	7	0.0	0	-10	3
CCn1cc(C(=O)NCCc2ccc(Cl)cc2)c(=O)c2ccc(C)nc21	15	-5	3	-1	i	0	2.9	-4	-5	3
COc1cc2c(cc1OC)C(C)N(S(=O)(=O)c1ccc(Cl)nc1)CC2 (stereo not given)	-1	-3	3	-9	i	-6	0.5	-4	-17	2
NC(=O)c1ccc(NC(=O)CSc2nnc(C3CCCCC3)n2N)cc1	3	-1	3	-1	i	0	-1.3	-6	-3	-1
CN(C)c1ccc(S(=O)(=O)N2CCCCC2)cc1NC(=O)CN1C(=O)NC2(CCCC2)C1=O	1	6	-1	-1	i	11	-0.8	1	-6	0
CCC(=O)Nc1nnc(SCCN2CCOCC2)s1	1	1	2	-8	i	-6	-1.6	0	10	-1
CC(=O)c1ccc(OCC(=O)N(C)CC(=O)Nc2ccc(N3CCOCC3)cc2)cc1	5	-1	-3	1	i	9	-0.3	0	-3	2
CCCCN(C)C(=O)c1nc2ccccn2c1CN1CCN(c2ccccn2)CC1	-2	-1	4	-5	i	13	2.6	-10	5	2
CC1CCCCC1NC(=O)C1CC=CCC1C(=O)O (stereo not given)	-5	1	7	-4	i	-11	-0.4	0	9	0

Continued:
smiles	DNMT1 block	MT1-MMP act inh	SUMO1-SIM PPI	Scp1 inh	Rpn11 inh	CendR NRP1 mod	LMPTP inh	NadD block	SKN-1 block	STEP block
Cc1ccccc1COc1ccc(/C=N/NC(=O)c2nnn(-c3nonc3N)c2CN2CCC(C)CC2)cc1	-7	-5	2	-7	i	-1	2.5	29	0	1
COc1cc(C)c(-c2[nH]ncc2-c2csc(C)n2)c(O)c1	2	-4	12	-7	i	2	-1.6	-3	14	-5
CCC(=O)N1CCCc2cc(S(=O)(=O)N3CCCc4ccccc43)ccc21	-2	5	-2	-8	i	-2	0.0	0	-2	1
Cc1ccc(C)c(N2CCN(C(=O)CCc3nc(-c4cccc(Br)c4)no3)CC2)c1	-2	3	4	4	i	-9	2.1	0	6	9
COc1ccc(CCn2cnc(=O)c(C#N)c2C)cc1OC	1	9	2	-1	i	12	1.4	3	7	0
CCCOc1ccccc1NC(=O)CC1Nc2ccccc2NC1=O (stereo not given)	-7	-12	1	0	i	-32	1.0	16	16	2
COc1ccc(/C=N/NC(=O)c2cccc(COCC(F)(F)C(F)F)c2)cc1	4	-1	-5	-8	i	15	-0.8	-7	-1	-1
CN1C(C(=O)NCCc2cccs2)CC2Cn3c(nc4cc(Cl)c(Cl)cc43)C21 (stereo not given)	-1	4	5	-8	i	11	2.9	-2	4	2
O=C(NCC(=O)N(Cc1cccs1)C(C(=O)NC1CCCC1)c1cccnc1)c1ccco1 (stereo not given)	1	-1	-1	-6	i	-5	0.0	2	33	-1
CCOC(=S)SCC(=O)N1CCc2ccccc2C1C1C(=O)CC(C)(C)CC1=O (stereo not given)	5	4	0	-6	i	-4	-0.8	5	-5	0
CCCCc1nn(-c2cc(Cl)ccc2OC)c2c1C(=O)CC(C)(C)C2	-2	-6	-3	-3	i	-6	1.4	6	3	0
Cc1ccc(OCC(=O)Nc2ccncc2)cc1	4	13	3	-1	i	-3	-1.1	-3	-15	-7

Limited to DNMT1 block (2 entries from above):
SMILES | DNMT1 block
COc1cccc(N2CCN(C(=O)c3cccc(NC(=O)C4=C(C)OCCS4)c3)CC2)c1 | -3
Cc1cccc(OCCOCCN2CCNCC2)c1C | 17

More compounds.
smiles	DNMT1 block	MT1-MMP act inh	SUMO1-SIM PPI	Scp1 inh	Rpn11 inh	CendR NRP1 mod	LMPTP inh	NadD block	SKN-1 block	STEP block
Cc1c(NC(=O)COC(=O)c2cccn2C)c(=O)n(-c2ccccc2)n1C	6	5	6	-12	i	14	-0.3	-2	4	0
O=C(Nc1ccc(S(=O)(=O)N2CCOCC2)cc1)c1ccc(Br)o1	-1	6	7	3	i	8	-1.0	-1	5	0
Cc1ccc(-n2nc3c(=O)n(CC(=O)NCCc4ccccc4C)nc(C)c3c2C)cc1	0	8	10	3	i	-8	-0.5	1	0	-1
CNC(=O)C(=O)N/N=C/c1cccnc1	-2	1	-7	-7	i	14	-1.3	4	-3	-1
O=S(=O)(Nc1ccccn1)c1ccc(C(F)(F)F)cc1Cl	3	-2	5	0	i	-4	-0.6	-4	-2	-1
Cn1c(O)c(/C=C2\C=Nc3ccccc32)sc1=Nc1ccc(C(=O)O)cc1	-1	3	-10	3	i	-14	1.7	-2	1	-2
NC(=O)N/N=C/c1c(Sc2nnnn2-c2ccccc2)nc2ccccn2c1=O	7	-9	-16	-2	i	-6	0.6	1	8	-1
Cc1cc(NC(=O)CCCC(=O)N(CC(=O)NCCc2ccccc2)Cc2ccc(F)cc2)no1	-2	7	-1	-6	i	5	-1.5	-5	8	-4
COc1ccc(OC)c(NC(=O)c2ccc(CN3CCc4ccccc4C3)cc2)c1	-5	-2	0	3	i	-3	0.7	-2	5	-2
O=C(NCCc1ccccc1)c1cnc2ccccn2c1=O	0	-3	-12	-5	i	12	-0.5	1	5	2
CCCN(CC(=O)Nc1ccccc1C)C(=O)C1CC(=O)N(Cc2ccccc2)C1 (stereo not given)	0	-1	4	4	i	11	-1.1	-1	11	2
COc1ccc(Cc2n[nH]c(=S)n2N)cc1OC	-4	1	3	-9	i	5	-1.3	-3	0	3

(cont.)
smiles	DNMT1 block	MT1-MMP act inh	SUMO1-SIM PPI	Scp1 inh	Rpn11 inh	CendR NRP1 mod	LMPTP inh	NadD block	SKN-1 block	STEP block
O=C(CSC1=NCCN1)Nc1cccc(C(F)(F)F)c1	-2	1	-3	-6	i	-3	-0.6	-3	-2	1
CN(Cc1nccn1C)C(=O)c1ccc(OC2CCN(CCc3ccccc3)CC2)cc1	1	2	4	1	i	12	0.5	-4	3	-2
COc1cccc(-c2ccc(NC(=O)C3CCCN(Cc4nccn4C)C3)cc2)c1 (stereo not given)	-5	4	6	-2	i	1	-1.6	2	5	0
Cc1cccc(C)c1NC(=O)C1c2ccccc2OCC(=O)N1Cc1cccnc1 (stereo not given)	.	3	9	.	.	-13	-0.6	3	3	.
CCOc1ccc(N(CC(=O)NC2CCCCC2)S(=O)(=O)c2c(C)noc2C)cc1	3	-3	2	-9	i	1	-0.2	0	9	-2
O=C(C1CCCO1)N1CCN(Cc2c(O)ccc3ccccc23)CC1 (stereo not given)	0	1	-2	-2	i	9	0.3	-4	1	-4
CN(CC(=O)Nc1ccc(N2CCOCC2)cc1)C(=O)CSc1ccccc1F	-4	6	4	-1	i	-1	-3.7	4	8	-3
COc1ccc(-c2cc(C(=O)NN)[nH]n2)cc1OC	0	-2	5	-3	i	-11	0.1	-5	5	-4
CCCc1nnc(NC(=O)CNc2ccc(F)cc2)s1	0	5	-2	3	i	5	-3.1	8	3	-4
COc1ccc(C(CNC(=O)C(CC(C)C)NS(=O)(=O)c2ccc(C)cc2)N2CCOCC2)cc1 (stereo not given)	-2	1	-2	-1	i	-7	-1.0	-2	2	1
CSc1cccc(NC(=S)N2CCC(N(C)C3CCCCC3C)CC2)c1 (stereo not given)	-1	2	2	9	i	17	1.4	-1	-5	7
CCN(C(=O)C(C)Sc1ccc(S(=O)(=O)N2CCOCC2)cn1)c1ccccc1 (stereo not given)	2	-5	0	-5	i	-2	-1.4	4	-9	0

Remaining list, next part.
smiles	DNMT1 block	MT1-MMP act inh	SUMO1-SIM PPI	Scp1 inh	Rpn11 inh	CendR NRP1 mod	LMPTP inh	NadD block	SKN-1 block	STEP block
Cn1c2ccccc2c2cnn(CC(=O)O)c(=O)c21	-1	0	4	7	i	1	-2.1	1	-29	-7
CCc1ccc(OCc2n[nH]c(=S)n2C(C)CCCC(C)C)cc1 (stereo not given)	-14	-1	5	-9	i	-2	3.2	7	7	0
COc1ccc(NC(C)=O)cc1NS(=O)(=O)c1ccc2c(c1)OCCO2	2	7	4	2	i	9	-1.0	-5	10	-1
O=C(Nc1ccccc1)c1cnc[nH]1	2	0	-3	0	i	14	-2.1	-5	31*	-1
c1ccc(-c2noc(-c3ccc4c(c3)OCO4)n2)nc1	0	1	2	-2	i	-7	0.5	-2	11	-5
CCOc1ccccc1NC(=O)CSc1nnc(-c2cccnc2)o1	37	2	1	-5	i	4	-2.5	-4	-5	-1
